Screening data deposited in PubChem BioAssay by School of Medicine, Boston University.
PL biosyn Enam: animal cell phospholipid biosynthesis inhibition, Enamine screen; ZR-82 CHO cells, pyrene fatty acid UV survival, CellTiter Blue; peroxisome-deficient CHO-K1 mutant line; plus DGAT-1, DGAT-2 and ACAT inhibitors; actives 0.4% (n = 20,000); calls only at 10 µM;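 active means cell survival signal 2 SD away from solvent-only control wells, confirmed on one or two retests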;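 further: 3 h compound exposure then viability read about one day after UV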
Calls only; i = inactive; + = active, no number.

The opening 5 entries, ahead of the listing:
cpd	Molecule	PL biosyn Enam
1	O=C(Nc1cc2c(cc1Br)OCCO2)C1CC(=O)N(C2CCCC2)C1 (stereo not given)	i
2	Cn1nnnc1Sc1ncccc1[N+](=O)[O-]	i
3	COCC(C)Nc1nc(-c2cc(C)n(-c3cc(C)on3)c2C)cs1 (stereo not given)	i
4	CCC(=O)NC(=S)c1c(C)nc2sccn12	i
5	CC(C(=O)N1CCNC1=O)N1CCCC1c1cccs1 (stereo not given)	i

This part in full, from the start:
cpd	Molecule	PL biosyn Enam
1	O=C(Nc1cc2c(cc1Br)OCCO2)C1CC(=O)N(C2CCCC2)C1 (stereo not given)	i
2	Cn1nnnc1Sc1ncccc1[N+](=O)[O-]	i
3	COCC(C)Nc1nc(-c2cc(C)n(-c3cc(C)on3)c2C)cs1 (stereo not given)	i
4	CCC(=O)NC(=S)c1c(C)nc2sccn12	i
5	CC(C(=O)N1CCNC1=O)N1CCCC1c1cccs1 (stereo not given)	i
6	COc1ccc(Nc2ccc(Nc3ccc([N+](=O)[O-])cc3[N+](=O)[O-])cc2)cc1	i
7	CN(Cc1cccs1)c1ncnc2sc3c(c12)CCCC3	i
8	CCOC(=O)c1sc(NC(=O)C2CC2)c(C(=O)OCC)c1C	i
9	CCCCN(C(=O)C1CCC1)c1c(N)n(CC(C)C)c(=O)[nH]c1=O	i
10	Nc1n[nH]c2ccccc12	i
11	O=S(=O)(c1ccc(F)cc1)N(c1ccccc1)S(=O)(=O)c1ccc2ccccc2c1	i
12	COc1cc2c(cc1OC)CN(Cn1nc(C)c([N+](=O)[O-])c1C)CC2	i
13	CC1=CC2CC1C1C(=O)N(C(C)C(=O)N3c4ccccc4CC3C)C(=O)C21 (stereo not given)	i
14	CN(C)CCNS(=O)(=O)c1ccc(F)cc1F	i
15	CCCCCCCCCCCCCCCCCCSCCS(=O)(=O)OCCC(F)(F)C(F)F	i
16	O=S(=O)(Nc1nc2c(ccc3ccccc32)s1)c1ccc(Cl)s1	i
17	Oc1ccc(N=Cc2c3ccccc3cc3ccccc23)cc1	i
18	O=C(O)c1ccc(-n2[nH]c(=S)sc2=S)cc1	i
19	O=C(CCN1C(=O)C2CC=CCC2C1=O)Nc1nc2c(s1)CCCC2 (stereo not given)	i
20	CN=c1scc(-c2ccc(C)cc2)n1/N=C/c1ccc(C(C)C)cc1	i
21	Fc1ccc(C2=NN3C(C2)c2cc(Cl)ccc2OC32CCCCC2)cc1 (stereo not given)	i
22	O=[N+]([O-])c1ccc(S(=O)(=O)c2ccc(NS(=O)(=O)c3ccc(Cl)s3)cc2)cc1	i
23	O=C(CSc1nnc(-c2ccco2)o1)NC1CC1	i
24	O=C(O)c1cc([N+](=O)[O-])cc2c1nnn2O	i
25	C(=C\c1nc2cc(-c3ccccc3)ccc2o1)/c1cccc(Oc2ccccc2)c1	i
26	COCCCN1C(=O)C(C(C)C)NC1=S (stereo not given)	i
27	CN(C)S1=NC(C(Cl)(Cl)Cl)=NC(c2ccccc2)=N1 (stereo not given)	i
28	Brc1ccc(Nc2ncnc3sccc23)c(Br)c1	i
29	S=C(NC1CC2CCC1C2)N1CCN(Cc2ccc3c(c2)OCO3)CC1 (stereo not given)	i
30	CN(C)S(=O)(=O)c1cccc2c(S(=O)(=O)N(C)C)cccc12	i
31	NC1C2CC3CC(C2)CC1C3 (stereo not given)	i
32	CN(Cc1ccccc1)c1c([N+](=O)[O-])ncn1C	i
33	Oc1ccc2oc3c(c2c1C=Nc1cccc2ccccc12)CCCC3	i
34	Nc1c(S(=O)(=O)c2ccc(F)cc2)c2nc3ccccc3nc2n1-c1ccccc1	i
35	O=C1C(=C2SCCCS2)CC/C1=C\c1ccc(Cl)cc1	i
36	CC1CCC(C(C)C)C(OC(=O)COC(=O)C2CCCCC2)C1 (stereo not given)	i
37	COc1ccccc1NC(=NC1(C(Cl)(Cl)Cl)Oc2ccccc2O1)C(F)(F)F	i
38	O=[N+]([O-])c1cc(S(=O)(=O)C(F)(F)F)ccc1Nc1ccc2c(c1)OCO2	i
39	COc1ccc(/C=N/OCc2ccccc2)cc1OCc1ccccc1	i
40	C/C(=N\OCc1nnc(-c2cccs2)o1)c1cc2ccccc2o1	i
41	C/C(CC12CC3CC(CC(C3)C1)C2)=N\NC(=O)C1CC1	i
42	O=[N+]([O-])c1ccc2c(c1)CCN2Cc1c(F)c(F)c(F)c(F)c1F	i
43	O=C(COC(=O)/C=C/c1ccc(I)o1)NC1CCCCC1	i
44	CCC(=N\Nc1nc(C)cc(=O)[nH]1)/C(CC)=N/Nc1nc(C)cc(=O)[nH]1	i
45	O=[N+]([O-])c1ccc(-n2nncc2-c2ccco2)cc1	i
46	C/C(=N\Nc1nc2ccccc2s1)c1ccc[nH]1	i
47	CCn1c(C)c(P(=O)(N2CCOCC2)N2CCOCC2)c2ccccc21	i
48	CC1CCC(C(C)C)C(OP(=O)(c2ccccc2)C(O)c2ccccc2)C1 (stereo not given)	i
49	c1ccc(-c2cc(NCC3CCCO3)nc3ccccc23)cc1 (stereo not given)	i
50	CC(=O)c1c(C)[nH]c(C(=O)OCc2cc(C)on2)c1C	i
51	O=C(NC1CCCc2ccccc21)C1=CN2CCS(=O)(=O)N=C2C=C1 (stereo not given)	i
52	O=c1cc(CSc2ncnc3c2oc2ccccc23)nc2sc3c(n12)CCCC3	i
53	Cc1ccc(C)c(-n2cn[nH]c2=S)c1	i
54	Cc1nc(-c2coc3c(I)c(O)ccc3c2=O)cs1	i
55	Cc1ccc2nc(N=C(N)N)[nH]c2c1	i
56	Oc1c(/C=N/N(c2ccccc2)c2ccccc2)sc2ccccc12	i

Additional records follow.
cpd	Molecule	PL biosyn Enam
57	Fc1ccccc1-c1nnc(SCc2nnc(-c3ccccc3)o2)n1C1CC1	i
58	O=S1(=O)CC/C(=N/Nc2ccc(Cl)cc2)c2cc(F)ccc21	+
59	O=c1[nH]c(=S)[nH]c2c1cnn2-c1ccccn1	i
60	S=c1sc2ccccc2n1CN1CCOCC1	i
61	CCCCN(C(=O)c1cc(Br)c(Br)s1)c1c(N)n(CCCC)c(=O)[nH]c1=O	i
62	CCOC(=O)C1=C(COC(=O)CCNS(=O)(=O)c2cccs2)NC(=O)NC1C (stereo not given)	i
63	Cc1nc(SC(C)C(=O)NC(N)=O)c2c3c(sc2n1)CCCC3 (stereo not given)	i
64	CCCc1cc(=O)[nH]c(=S)[nH]1	i
65	S=c1[nH]nc(Cc2ccccc2)o1	i
66	C/C=C/C=C/C(=O)OCC(=O)NC12CC3CC(CC(C3)C1)C2	i
67	COc1ccc2oc(=O)c(N3C(=O)c4ccccc4C3=O)cc2c1	i
68	COC(CNCc1cc(Cl)c2c(c1)OCCCO2)OC	i
69	Cc1ncsc1CCOC(=O)C1C2CC3CC(C2)CC1C3 (stereo not given)	i
70	Cc1sc2nc(CN3CCCC3)nc(Sc3nnnn3Cc3cccs3)c2c1C	i
71	O=C(Nc1nc(-c2cccs2)cs1)C1CC(=O)N(C2CCCC2)C1 (stereo not given)	i
72	O=C1C2C3CC(C4Sc5[nH]c(=O)sc5C=C34)C2C(=O)N1c1ccc(F)cc1 (stereo not given)	i
73	Cc1csc2nc3sc4c(c3c(=O)n12)CCCC4	i
74	O=C(COC(=O)c1ccc(Br)o1)COC(=O)c1ccc(Br)o1	i
75	c1ccc2c(-n3cnc4ccccc43)nncc2c1	i
76	Cc1ccc(C(=O)CN2C(=O)C(=O)N(C(C)C)C2=O)s1	i
77	O=S1(=O)CCC(NCCCN2CCOCC2)C1 (stereo not given)	i
78	FC(F)(F)c1nc2n(n1)C(c1ccc(Cl)cc1)C(c1ccccc1)=C(c1nc3ccccc3s1)N2 (stereo not given)	i
79	O=C(NC(=S)NC1CCS(=O)(=O)C1)C12CC3CC(CC(C3)C1)C2 (stereo not given)	i
80	CCc1nnc(NC(=O)CCc2c(C)nc3nc(SC)nn3c2C)s1	i
81	O=C(O)C(=O)/C=C/c1cccs1	i
82	C=CCN=c1scc(-c2ccccc2F)n1/N=C/c1ccc(SC)cc1	i
83	FC(F)Sc1nc2ccccc2n1CN1CCN(c2ccc(C(F)(F)F)cn2)CC1	i
84	O=c1[nH]nc(N=Nc2c(O)[nH]c3ccc(F)cc23)c(=O)[nH]1	i
85	CN(C)CCOC(=O)C12CC3(C)CC(C)(CC(C)(C3)C1)C2	i
86	Brc1ccc(Sc2ncnc3sccc23)cc1	i
87	COc1ccc(N)cc1S(=O)(=O)N(C)C	i
88	c1ccc2c(c1)ncn2CN1CCOCC1	i
89	CC1CCCC(C)N1Cc1cn2cc(Cl)ccc2n1 (stereo not given)	i
90	Cn1cccc1P(=Nc1ccccc1)(N1CCOCC1)N1CCOCC1	i
91	Cc1nc(CSc2nnc(-c3c[nH]c4ccccc34)o2)cs1	i
92	S=C(c1ccc(Br)cc1)N1CCN(C(c2ccccc2)c2ccccc2)CC1	i
93	O=c1c2ccccc2nnn1CSc1nc2ccccc2c(=O)n1Cc1ccco1	i
94	S=C(Nc1ccccc1)Nc1ccccn1	i
95	O=S(=O)(Nc1ccc2cn[nH]c2c1)c1ccc(S(=O)(=O)N2CCOCC2)cc1	i
96	Cc1ccc(/C=N/NC(C)(C)C)s1	i
97	O=c1oc2ccccc2cc1-c1cn2ccccc2n1	i
98	COc1cc(/C=N/N=C2\CC3CCC2(C)C3(C)C)cc(OC)c1OC (stereo not given)	i
99	O=[N+]([O-])c1ccc(NCc2ccco2)c([N+](=O)[O-])c1	i
100	Cc1cnc(C(=O)OCC(N)=O)cn1	i
101	CCC(C)NC(=O)CN1C(=O)NC2(CCCCC2C)C1=O (stereo not given)	i
102	CCCCCC(=O)Nc1sc2c(c1C(N)=O)CCC2	i
103	O=P1(Nc2ccc(Oc3ccccc3)cc2)C=C(c2ccccc2)SC(c2ccccc2)=C1	i
104	CNC(=S)N/N=C(\C)c1ccc(Cl)s1	i
105	C=CCn1c(C)n[nH]c1=S	i
106	Cc1cc(C)nc(NN=C2CCN(C(C)C)CC2)n1	i
107	CN=c1scc(-c2ccc(Cl)c(Cl)c2)n1/N=C/c1ccc(SC)cc1	i
108	O=c1[nH]c(CN(Cc2nc3c(Br)cc(Br)cc3c(=O)[nH]2)CC2CCCCC2)nc2c(Br)cc(Br)cc12	i
109	Nc1ncnc(NC2CCS(=O)(=O)C2)c1[N+](=O)[O-] (stereo not given)	i
110	O=C(CSc1nnnn1C1CCCC1)N1N=C(c2cc3ccccc3o2)CC1c1ccco1 (stereo not given)	i
111	COc1ccc2c(c1)Sc1ccccc1N2	i
112	CCSc1nnc(NC(=O)CN2CCSC2=O)s1	i

Reformatted with each value named: entries from further up
106: Cc1cc(C)nc(NN=C2CCN(C(C)C)CC2)n1
  PL biosyn Enam = i

107: CN=c1scc(-c2ccc(Cl)c(Cl)c2)n1/N=C/c1ccc(SC)cc1
  PL biosyn Enam = i

108: O=c1[nH]c(CN(Cc2nc3c(Br)cc(Br)cc3c(=O)[nH]2)CC2CCCCC2)nc2c(Br)cc(Br)cc12
  PL biosyn Enam = i

109: Nc1ncnc(NC2CCS(=O)(=O)C2)c1[N+](=O)[O-] (stereo not given)
  PL biosyn Enam = i

(continued)
cpd	Molecule	PL biosyn Enam
113	O=S1(=O)N=C2CCCN2C(c2ccccc2OC(F)F)N1 (stereo not given)	i
114	O=c1[nH]c(C(Cl)(Cl)Cl)nc2ccc3ccccc3c12	i
115	Cc1nn(-c2ccccc2)c2c1P(=O)(N1CCCCC1)/C(=C1/N(C)c3ccccc3C1(C)C)C=N2 (stereo not given)	i
116	CCCn1c(N)c(C(=O)COC(=O)Cn2cc(C(F)(F)F)ccc2=O)c(=O)[nH]c1=O	i
117	COc1ccccc1N1C(=S)SC2CS(=O)(=O)CC21 (stereo not given)	i
118	O=c1oc2ccccc2c(O)c1C=Nc1cccc([N+](=O)[O-])c1	i
119	CCCCCCC1(C)NC(=O)N(CC(=O)NC(=O)NC2CCCCC2)C1=O (stereo not given)	i
120	S=C(Nc1ccccc1)Nc1ccc2cn[nH]c2c1	i
121	C=CCn1c(SCC(=O)NCCN2C(=O)CSC2=O)nc2scc(C3CC3)c2c1=O	i
122	Cc1csc(Nc2ccc(Cl)cc2)[n+]1-c1ccc(Cl)cc1	i
123	Cc1cccn2c(=O)cc(CSc3nnc(Cc4cccs4)n3C3CC3)nc12	i
124	Cc1cc(C(=O)C(C)Sc2nnnn2C2CC2)c(C)n1Cc1ccco1 (stereo not given)	i
125	CC1(C)CC2=NN(c3ccccc3)P(=S)(N3CCc4ccccc4C3)C2=C(N2CCCCC2)C1 (stereo not given)	i
126	CC(C)c1ccc(-c2noc(CSc3nnc(C4CC4)n3C3CC3)n2)cc1	i
127	Nc1c(-c2ccccc2)no[n+]1[O-]	i
128	NC(N)=N/N=C/c1ccc(Cl)c([N+](=O)[O-])c1	i
129	NCCc1ccc(S(N)(=O)=O)s1	i
130	Cn1cccc1P(=NC(=S)NC(C)(C)C)(c1ccccc1)c1ccccc1	i
131	Cn1c(SCC(=O)NC2CC2)nc2sc3c(c2c1=O)CCCC3	i
132	O=S(=O)(/C(=C/c1ccc2c(c1)OCCO2)c1nc2ccccc2[nH]1)c1ccccc1	i
133	CN1/C(=C2\Sc3ccccc3C2=O)C(C)(C)c2ccccc21	i
134	COC(=O)C1CCN(S(=O)(=O)c2ccc(Br)s2)CC1	i
135	COc1ccc(Cl)cc1NS(=O)(=O)c1cc(Cl)ccc1Cl	i
136	O=C(CC1CC2CCC1C2)Nc1nc(-c2ccc(Cl)s2)cs1 (stereo not given)	i
137	C(=Nc1nc2ccccc2s1)Nc1nc2ccccc2s1	i
138	CCN(CC)C(=O)Cn1cnc2sc(C)c(C)c2c1=O	i
139	Cc1nc(Cc2nnc(SCC(=O)c3ccc(Cl)s3)o2)cs1	i
140	O=c1oc2ccc(Br)cc2cc1-c1nc2ccccc2[nH]1	i
141	CC(C)(C)P(=NC(=S)NNc1c(Cl)cc(Cl)cc1Cl)(N1CCCCCC1)N1CCCCCC1	i
142	O=[N+]([O-])c1cc2c(c(CSc3ncccn3)c1)OCOC2	i

A portion of the library. The share of hits here may be higher or lower than overall.
